KDM4C inh: KDM4C (human) demethylase inhibition. hit rate 0.15% among 96,000. inhibition, % at 12.5 µM. AID 720574. Q9H3R0. GST-KDM4C 2-372, H3K9me3 peptide, LANCE TR-FRET;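 active = mean replicate inhibition above about 25%, with at least 55% of replicates also reaching it, limit read from the data, passing the limit was not always enough; inconclusive = only one of those two conditions met; inactive = neither condition met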
Target sequence (Q9H3R0 2-372 limits assumed): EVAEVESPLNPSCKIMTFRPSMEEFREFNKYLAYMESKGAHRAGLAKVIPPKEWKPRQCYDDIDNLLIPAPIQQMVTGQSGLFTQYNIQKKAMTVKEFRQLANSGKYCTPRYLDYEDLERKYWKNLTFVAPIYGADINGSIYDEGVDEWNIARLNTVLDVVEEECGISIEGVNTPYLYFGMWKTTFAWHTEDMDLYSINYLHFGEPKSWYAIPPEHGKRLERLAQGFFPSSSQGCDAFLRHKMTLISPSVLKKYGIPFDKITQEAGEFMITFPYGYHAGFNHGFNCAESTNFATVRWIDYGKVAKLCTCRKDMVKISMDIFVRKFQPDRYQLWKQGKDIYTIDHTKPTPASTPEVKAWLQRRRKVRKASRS
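Material: GST-tagged GASC-1 (JMJD2C) catalytic fragment, aa 2-372. Input: enzyme final amount 10 nM. Medium: HEPES buffer, pH 7.5, plus ascorbate. Reagent: H3K9me3 peptide substrate, Fe(II), 2-oxoglutarate. Doses: single dose. Times: reaction 30 min RT, detection step 1 h RT. Measured by: LANCE TR-FRET. Evaluation: Fall in 671/618 emission ratio as inhibition.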
Pf Dd2 inh: inhibitors of Plasmodium falciparum Dd2 growth; P. falciparum Dd2 growth, SYBR Green, 72 h; stronger effect = lower value; activity change, % at 10 µM; hit rate 2.3% among 94,000; in the data active = activity change below about -80%; inconclusive = no clear call, values can overlap the other calls
C diff growth: C. difficile growth inhibition; Clostridium difficile clinical isolate growth, OD600, 24 h; stronger effect = lower value; growth activity, negative = inhibition, % at 16 µg/mL (by protocol); hit rate 0.25% among 86,000; AID 1259249;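 active = mean growth activity at or below -80% and every replicate also at or below -80%; inconclusive = mean at or below -80% but some replicate above -80%; inactive = mean growth activity above -80%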;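 note: 0% = DMSO wells and -100% = levofloxacin 16 µg/mL wells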
T cruzi growth: inhibitors of T. cruzi proliferation | inhibition, % at 8.34 µM | hit rate 5.9% among 77,000 | AID 624255 | T. cruzi beta-gal in NIH3T3, GalScreen luminescence, 90 h;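 active = mean inhibition above about 93%, with at least 55% of replicates each passing it, limit read from the data, passing the limit was not always enough; inconclusive = only one of those two conditions holds; inactive = neither condition holds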
* = called active by the depositor; ? = inconclusive; · = no result given; & = joins results of further samples; ! = a repeat was not active.

SMILES,KDM4C inh,Pf Dd2 inh,C diff growth,T cruzi growth
CC(=O)N(C)C[C@H]1Oc2cc(-c3cccc(F)c3)ccc2S(=O)(=O)N([C@H](C)CO)C[C@H]1C,0.0,-6,0,11
C[C@@H]1CN([C@@H](C)CO)C(=O)c2ccccc2-c2ccccc2CO[C@H]1CN(C)S(=O)(=O)c1ccc(Cl)cc1,0.4,-62,14,87
C[C@H](CO)N1C[C@H](C)[C@@H](CN(C)S(=O)(=O)c2cccs2)Oc2ccc(NC(=O)C3CCCCC3)cc2CC1=O,-1.2,-24,10,72
O=C(C[C@H]1CC[C@@H](NC(=O)CN2CCOCC2)[C@H](CO)O1)NC1CCCCC1,-3.3,7,·,-3
CC(C)C#Cc1cnc2c(c1)C(=O)N([C@H](C)CO)C[C@@H](C)[C@H](CN(C)Cc1ccccc1)O2,1.1,·,-6,-7
COc1cccc(S(=O)(=O)N2CC[C@@H]3[C@H]2c2cc(C#Cc4cccnc4)ccc2N[C@@H]3CO)c1,-1.0,-11,-10,?
COc1ccc(S(=O)(=O)N[C@@H]2C=C[C@H](CC(=O)NCCc3ccncc3)O[C@@H]2CO)cc1,-0.7,-5,0,39
C/C=C/c1ccc([C@@H]2[C@H]3CN(C(=O)Nc4ccccc4F)CCCCN3[C@H]2CO)cc1,-0.3,-52,0,76
CCCNC(=O)Nc1ccc2c(c1)C(=O)N(C)C[C@@H](OC)[C@H](C)CN(S(C)(=O)=O)[C@H](C)CO2,0.0,18,2,·
C[C@@H]1CN([C@H](C)CO)C(=O)c2cc(NS(=O)(=O)c3ccccc3)ccc2O[C@@H]1CN(C)Cc1ccc(C(F)(F)F)cc1,-1.7,40,-3,44
CCCC(=O)Nc1ccc2c(c1)OC[C@H](C)NC[C@H](C)[C@H](OC)CN(C)C2=O,-1.6,8,·,1
Cc1noc(C)c1NC(=O)N(C)C[C@H]1Oc2ccc(NC(=O)Nc3ccc(C(F)(F)F)cc3)cc2C(=O)N([C@@H](C)CO)C[C@@H]1C,-2.2,-15,1,-3
Cc1ccc(S(=O)(=O)N[C@@H]2CC[C@@H](CCNC(=O)C3CCOCC3)O[C@@H]2CO)cc1,0.2,14,2,32
COc1ccc(S(=O)(=O)Nc2ccc3c(c2)C(=O)N([C@H](C)CO)C[C@@H](C)[C@H](CN(C)Cc2ccccc2)O3)cc1,1.8,10,-3,14
COc1cccc(S(=O)(=O)N2C[C@@H]3N[C@H](C2)C3c2ccc(-c3cccc(C)c3)cc2)c1 (stereo partly specified),4.8&0.5,11&-57,-94*!,·
C[C@H](CO)N1C[C@H](C)[C@H](CN(C)S(=O)(=O)c2ccc(Oc3ccccc3)nc2)OCc2cn(nn2)CCCC1=O,-0.1,23,-3,·
C[C@@H]1CN([C@H](C)CO)C(=O)c2cc(NC(=O)CCN3CCOCC3)ccc2O[C@@H]1CN(C)Cc1ccc(-c2ccccc2)cc1,-0.2,6,-6,-16
O=C(C1CCCCC1)N1CC2(C1)[C@@H](c1ccccc1)[C@@H](CO)N2Cc1ccccc1F,-1.1,-8,9,·
O=C(CN1CCOCC1)N1CC(=O)N2[C@H](CO)[C@H](c3ccc(/C=C/c4ccccc4)cc3)[C@@H]2C1,2.9,12,-4,·
C[C@@H]1CN([C@@H](C)CO)S(=O)(=O)c2ccc(-c3cncnc3)cc2O[C@H]1CN(C)C(=O)CC1CC1,0.5,8,-4,17
C[C@@H]1CN([C@H](C)CO)C(=O)c2cc(NC(=O)C3CCCCC3)ccc2O[C@@H](C)CCCCO[C@@H]1CN(C)C(=O)Nc1ccccc1,0.2,-75,-4,30
C[C@H]1CCCCO[C@@H](CN(C)C(=O)Nc2cccc3ccccc23)[C@@H](C)CN([C@@H](C)CO)C(=O)c2cc(NS(=O)(=O)c3ccccc3)ccc2O1,-1.6,-71,·,·
C[C@@H]1CCCCO[C@@H](CN(C)C(=O)c2ccncc2)[C@@H](C)CN([C@@H](C)CO)C(=O)c2cc(NS(=O)(=O)c3ccc(F)cc3)ccc2O1,2.9,-4,·,-53
C[C@@H]1CCCCO[C@@H](CN(C)C(=O)c2ccccc2)[C@@H](C)CN([C@H](C)CO)C(=O)c2cc(NC(=O)Cc3ccccc3)ccc2O1,1.3,-11,3,·
C/C=C/c1cnc2c(c1)C(=O)N([C@H](C)CO)C[C@H](C)[C@H](CN(C)C(=O)Nc1ccc(C(F)(F)F)cc1)O2,-1.8,-3,-2,100
CCCNC(=O)C[C@@H]1CC[C@@H]2[C@H](COc3ccc(NC(=O)CC)cc3C(=O)N2C)O1,2.0,3,2,-18
CCCNC(=O)N1[C@@H]2c3ccc(-c4ccc(OC)cc4)c(=O)n3C[C@H]1[C@H](CO)[C@H]2C(=O)NC1CCC1,-0.3,16,-4,2
C[C@@H]1CN([C@@H](C)CO)C(=O)c2cc(C#CCN(C)C)cnc2O[C@H]1CN(C)C(=O)c1ccc(F)cc1,21,4,-6,46
N#C[C@@H]1[C@H](c2ccc(-c3cccc(F)c3)cc2)[C@@H](CO)N1C(=O)CN1CCOCC1,1.6,-25,8,70
C[C@@H]1CN([C@@H](C)CO)C(=O)Cc2cc(NC(=O)CCN3CCOCC3)ccc2O[C@@H]1CN(C)Cc1ccc2c(c1)OCO2,11,-18,-11,22
CCC(=O)Nc1ccc2c(c1)C(=O)N(C)[C@@H]1CC[C@H](CC(=O)NCc3ccccc3Cl)O[C@H]1CO2,1.7,0,4,1
C[C@@H]1CN([C@@H](C)CO)C(=O)Cc2cc(NS(=O)(=O)c3ccc(Cl)cc3)ccc2O[C@@H]1CN(C)C(=O)Nc1ccc(C(F)(F)F)cc1,1.6,7,-6,23
C[C@@H]1CN([C@H](C)CO)S(=O)(=O)c2ccc(C#CC3(O)CCCC3)cc2O[C@@H]1CN(C)C(=O)c1ccncc1,2.0,37,-3,-2
Cc1noc(C)c1NC(=O)N[C@H]1CC[C@H](CCNC(=O)C2CC2)O[C@@H]1CO,-2.5,-14,-6,·
C[C@H]1CN([C@@H](C)CO)C(=O)Cc2cc(NS(=O)(=O)c3ccc(Cl)cc3)ccc2O[C@@H]1CN(C)C(=O)Nc1ccc(F)cc1,-0.2,22,-2,2
Cn1cnc(S(=O)(=O)N[C@@H]2C=C[C@H](CC(=O)NCC3CCCCC3)O[C@H]2CO)c1,2.0,11,5,·
COCC(=O)N1CC2(C1)CN(Cc1cccc(OC)c1)[C@H](CO)c1c2c2ccc(OC)cc2n1C,0.1,-4,-4,·
COc1ccc(-c2cccc(-c3nc(C(=O)NCC(F)(F)F)cc4c3[C@H](CCO)N([S@@](=O)C(C)(C)C)C4)c2)cc1,-0.9,-59,·,80
C[C@H]1CN([C@@H](C)CO)C(=O)Cc2cc(NC(=O)Nc3ccc(F)cc3)ccc2O[C@H]1CN(C)CC1CC1,-0.4,-12,0,8
O=S(=O)(c1ccccc1)N1CCCCN2[C@H](CO)[C@H](c3ccc(-c4cncnc4)cc3)[C@@H]2C1,-0.8,27,-5,35

Brought forward from above: five entries, followed by the next part.
SMILES,KDM4C inh,Pf Dd2 inh,C diff growth,T cruzi growth
Cn1cnc(S(=O)(=O)N[C@@H]2C=C[C@H](CC(=O)NCC3CCCCC3)O[C@H]2CO)c1,2.0,11,5,·
COCC(=O)N1CC2(C1)CN(Cc1cccc(OC)c1)[C@H](CO)c1c2c2ccc(OC)cc2n1C,0.1,-4,-4,·
COc1ccc(-c2cccc(-c3nc(C(=O)NCC(F)(F)F)cc4c3[C@H](CCO)N([S@@](=O)C(C)(C)C)C4)c2)cc1,-0.9,-59,·,80
C[C@H]1CN([C@@H](C)CO)C(=O)Cc2cc(NC(=O)Nc3ccc(F)cc3)ccc2O[C@H]1CN(C)CC1CC1,-0.4,-12,0,8
O=S(=O)(c1ccccc1)N1CCCCN2[C@H](CO)[C@H](c3ccc(-c4cncnc4)cc3)[C@@H]2C1,-0.8,27,-5,35
C[C@@H]1CN([C@H](C)CO)C(=O)Cc2cc(NC(=O)CCC(F)(F)F)ccc2O[C@H]1CN(C)CC1CC1,0.9,11,2,10
CN(C)C(=O)c1cccc(-c2ccc([C@@H]3[C@H]4CN(C(=O)C5CCCCC5)CC(=O)N4[C@H]3CO)cc2)c1,-1.1,-26,-8,·
C[C@@H]1CN([C@H](C)CO)C(=O)c2cccc(NS(=O)(=O)c3cccs3)c2O[C@H]1CN(C)CC1CC1,7.9,27,0,40
O=C(Nc1ccccc1)N[C@H]1CC[C@@H](CCn2cc(-c3ccccc3F)nn2)O[C@H]1CO,0.5,4,-2,·
C[C@H](NC(=O)C[C@@H]1C[C@@H]2c3cc(NS(C)(=O)=O)ccc3O[C@@H]2[C@H](CO)O1)c1ccccc1,-0.5,9,-3,·
Cc1ccc(-c2cnc3c(c2)C(=O)N([C@@H](C)CO)C[C@@H](C)[C@@H](CN(C)C(=O)Cc2ccccc2)O3)cc1,0.2,-25,5,-68
O=C(c1ccccn1)N1C[C@@H]2[C@H](c3ccccc31)[C@H](CO)N2C(=O)Nc1ccccc1F,-1.5,5,-4,14
C[C@H]1CN([C@@H](C)CO)C(=O)c2cc(C#CC(C)(C)O)cnc2O[C@@H]1CN(C)C(=O)C1CCCCC1,-3.2,19,9,-132
CCCNC(=O)N[C@@H]1CC[C@H](CCn2cc(C3CCCCC3)nn2)O[C@@H]1CO,0.6,-6,-4,·
C[C@@H]1CN([C@@H](C)CO)C(=O)c2cc(NS(=O)(=O)c3ccc(Cl)cc3)ccc2O[C@@H](C)CCCCO[C@H]1CN(C)C(=O)CCC(F)(F)F,1.1,-5,-20,42
COc1cccc(NC(=O)N[C@H]2C=C[C@H](CC(=O)N3CCOCC3)O[C@@H]2CO)c1,0.5,12,-2,38
CN(C)C(=O)c1cccc(-c2cccc(-c3nc(C(=O)N4CCCCC4)cc4c3[C@@H](CCO)N([S@](=O)C(C)(C)C)C4)c2)c1,-1.1,-47,·,-43
O=C(C[C@@H]1C=C[C@@H](NC(=O)CN2CCOCC2)[C@H](CO)O1)NCc1cccc(F)c1,-1.7,23,·,28
CS(=O)(=O)Nc1ccc2c(c1)[C@@H]1C[C@H](CC(=O)NCc3ccccn3)O[C@H](CO)[C@@H]1O2,0.3,11,2,13
O=C(C[C@@H]1CC[C@H](NC(=O)C2CCOCC2)[C@@H](CO)O1)Nc1ccc(-c2ccccc2)cc1,0.4,-5,-3,-5
N#C[C@@H]1[C@H](c2ccccc2C2=CCCCC2)[C@H](CO)N1C(=O)NC1CCCC1,-1.5,-11,-6,·
Cc1noc(C)c1S(=O)(=O)Nc1ccc2c(c1)C(=O)N([C@@H](C)CO)C[C@H](C)[C@H](CN(C)Cc1ccc(-c3ccccc3)cc1)O2,0.8,-3,16,-89
C[C@@H]1CN([C@H](C)CO)C(=O)c2c(c3ccccc3n2C)-c2ccccc2CO[C@H]1CN(C)S(=O)(=O)c1ccc(F)cc1,-3.0,-40,·,63
COCC(=O)Nc1ccc2c(c1)C(=O)N(C)[C@@H]1CC[C@H](CC(=O)NCCCN(C)C)O[C@H]1CO2,5.4,-3,-6,-5
COCCNC(=O)C[C@@H]1CC[C@H]2[C@@H](COc3ccc(NC(=O)c4cnccn4)cc3C(=O)N2C)O1,1.5,-9,-8,23
COc1ccc(CN(C)C[C@@H]2OCCCC[C@@H](C)Oc3ccc(NC(=O)Nc4ccc(C(F)(F)F)cc4)cc3C(=O)N([C@H](C)CO)C[C@@H]2C)cc1,·,37,0,?
N#C[C@@H]1[C@H](c2ccccc2C2=CCCCC2)[C@@H](CO)N1C(=O)C1CCOCC1,-2.3,-2,-10,·
CC(C)CC#Cc1ccc2c(c1)O[C@H](CN(C)C(=O)NC1CCCC1)[C@H](C)CN([C@@H](C)CO)S2(=O)=O,-0.2,10,-7,120*
COCC#Cc1ccc([C@H]2[C@H](CO)N3C(=O)CN(C(=O)CN4CCOCC4)C[C@@H]23)cc1,1.7,-85*,2,·
CCS(=O)(=O)NCC[C@H]1CC[C@H](NC(=O)C2CC2)[C@@H](CO)O1,2.2,12,2,·
CN(C)CC(=O)N1[C@H](CO)[C@@H](c2ccccc2)C12CN(C(=O)c1ccc(F)cc1)C2,0.3,-2,2,·
O=C(C[C@@H]1C[C@H]2c3cc(NS(=O)(=O)c4ccc(F)cc4)ccc3O[C@H]2[C@@H](CO)O1)NCc1ccccc1F,-1.4,9,-2,-10
COc1ccccc1CNC(=O)C[C@H]1C[C@@H]2c3cc(NC(=O)CN(C)C)ccc3O[C@@H]2[C@H](CO)O1,-1.0,34,·,69
